High-throughput results (PubChem BioAssay)
GC-B act – GC-B (human) receptor activation; activation, % at 10 µM; P20594; HEK293-GC-B cells, CNP EC30, cGMP TR-FRET; 0% at EC30 CNP, 100% saturating CNP; 370,000 compounds, 0.11% hits;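 active = activation at 10 µM reaching about 35% in either raw or pattern-adjusted values, limit read from the data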
TCR CD3 inh – inhibitors of human TCR-CD3 interaction. TAMRA-labeled TCR probe fluorescence, biochemical. inhibition, % at 9.4 µM. 360,000 compounds, 0.37% hits. AID 651800; in the data active = inhibition above about 19%;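 note: recombinant mutant TCR 2C K166C tagged with TAMRA read by polarization; 0% = receptor in buffer alone and 100% = receptor with positive control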
TDP2 inh – TDP2 (human) inhibition, absorbance primary screen | inhibition, % at 12.8 µM | 370,000 compounds, 0.34% hits | recombinant TDP2, T5PNP hydrolysis, p-nitrophenol absorbance 415 nm;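 active = inhibition above the mean of all tested compounds plus 3 SD, set per campaign, cut at about 25% in these data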;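 note: 0% = DMSO with enzyme and 100% = buffer with substrate but no TDP2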
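Material: recombinant human TDP2; quantity: TDP2 enzyme at 120 nM final; medium: Tris-HCl pH 7.5 with MgCl2; compound: single concentration, 12.8 µM nominal, with 1% DMSO; incubation: 2 h enzyme incubation at 37 °C; signal: epi absorbance; measure: percent inhibition; benchmarks: high control without enzyme, low control DMSO plus TDP2; repeats: singlicate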
LEDGF integ inh – blocks HIV-1 LEDGF/p75-dependent DNA integration; inhibition, % at 3.7 µM; TR-FRET IN-LEDGF/p75 DNA integration, Eu/Cy5; AID 743269; 370,000 compounds, 0.64% hits;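 active = inhibition above the screen-wide mean plus 3 SD, cut at about 13% in these data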;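 note: signal is the Cy5 over europium emission ratio at 671 and 618 nm; 0% = plate median of compound wells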
ABHD4 inh – inhibitors of mouse ABHD4 | Q8VD66 | purified mABHD4, FP-Rh probe fluorescence polarization | inhibition, % at 8.92 µM | 370,000 compounds, 0.54% hits | AID 720543;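 active = inhibition exceeding the mean over every tested compound plus 3 SD, cut at about 30% in these data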;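 note: 0% = plate median of compound wells and 100% = S159A mutant with DMSO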
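System: mouse ABHD4 enzyme, wild type / Medium: HEPES pH 7.0, NaCl, Pluronic buffer / Reagent: FP-Rh activity-based fluorescent probe / Control set: S159A mutant high control, sample median low control / Detection: fluorescence polarization with parallel and perpendicular emission, 525/598 nm / Schedule: 45 min + 60 min at 25 °C / Compound dosing: 8.92 µM, single dose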
SIAE primary – human SIAE inhibition, primary screen | 370,000 compounds, 0.69% hits | inhibition, % at 9.66 µM | SIAE FP-Rh probe binding, fluorescence polarization | Q9HAT2;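 active = inhibition above a cutoff: mean of compounds within the control limits plus 3 SD of those, cut at about 17% in these data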;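 note: 0% = plate median of compound wells and 100% = probe without SIAE protein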
MBD2 inh – MBD2-methylated oligo binding inhibition | inhibition, % at 4.4 µM | TR-FRET, MBD2 binding to methylated oligonucleotide | 370,000 compounds, 0.31% hits | Q9UBB5; in the data active = inhibition above about 13%
PRMT1 inh – inhibitors of human PRMT1 | Q99873 | recombinant PRMT1, activity-based probe fluorescence polarization | inhibition, % at 2.79 µM | 370,000 compounds, 1.3% hits | AID 652257;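 active = inhibition above about 21% made by adding two undisclosed values, limit read from the data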
Target sequence (Q99873 whole entry, looked up): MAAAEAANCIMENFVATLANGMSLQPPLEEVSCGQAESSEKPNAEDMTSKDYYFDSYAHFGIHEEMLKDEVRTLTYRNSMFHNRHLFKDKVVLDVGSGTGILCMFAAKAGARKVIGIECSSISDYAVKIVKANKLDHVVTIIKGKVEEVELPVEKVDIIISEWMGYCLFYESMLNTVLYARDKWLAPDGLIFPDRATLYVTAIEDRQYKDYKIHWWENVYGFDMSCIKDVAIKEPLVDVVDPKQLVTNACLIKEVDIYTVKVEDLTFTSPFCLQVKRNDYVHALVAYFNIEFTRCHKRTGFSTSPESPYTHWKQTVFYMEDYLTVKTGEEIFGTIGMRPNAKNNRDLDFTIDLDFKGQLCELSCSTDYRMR
rCAG RNA binder – binds r(CAG) RNA repeats | 370,000 compounds, 1.3% hits | AID 651821 | r(CAG) RNA repeat, TO-PRO-1 dye displacement fluorescence | inhibition, % at 3 µM;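 active = inhibition above the plate cutoff, the mean of all test compounds on that plate plus 3 SD, cut at about 35% in these data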;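 note: 0% = DMSO alone and 100% = 100 µM mitoxantrone as full dye displacement; higher means more dye released from RNA so lower well fluorescence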
HTRA1 inhibitor – inhibitors of human serine peptidase HTRA1; inhibition, % at 5.96 µM; recombinant HTRA1, FP-rhodamine activity-based probe, fluorescence polarization; Q92743; 340,000 compounds, 0.5% hits; in the data active = inhibition above about 36%;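 note: 0% = enzyme with DMSO and 100% = wells lacking enzyme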
Target sequence (Q92743 whole entry, looked up): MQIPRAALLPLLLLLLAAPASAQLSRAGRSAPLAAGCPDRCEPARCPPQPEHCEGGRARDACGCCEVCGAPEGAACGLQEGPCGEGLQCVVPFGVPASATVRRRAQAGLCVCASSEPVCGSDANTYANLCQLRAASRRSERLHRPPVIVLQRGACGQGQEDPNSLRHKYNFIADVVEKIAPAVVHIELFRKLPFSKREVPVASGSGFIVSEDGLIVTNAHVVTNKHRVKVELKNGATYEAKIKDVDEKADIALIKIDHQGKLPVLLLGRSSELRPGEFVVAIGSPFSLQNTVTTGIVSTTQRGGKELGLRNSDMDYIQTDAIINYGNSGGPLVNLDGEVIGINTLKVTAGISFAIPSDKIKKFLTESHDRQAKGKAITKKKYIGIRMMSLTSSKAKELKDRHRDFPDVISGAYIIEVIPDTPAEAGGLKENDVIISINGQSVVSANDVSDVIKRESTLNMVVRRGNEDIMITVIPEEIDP
An asterisk follows results filed as active; nt = not tested or not shown.

SMILES	GC-B act	TCR CD3 inh	TDP2 inh	LEDGF integ inh	ABHD4 inh	SIAE primary	MBD2 inh	PRMT1 inh	rCAG RNA binder	HTRA1 inhibitor
CCc1ccccc1Cn1c(=O)oc2cccnc21	0	-1	2	-3	2	5	2	4	-2	3
Cc1cc(C)n(C(=O)/C(C#N)=N\Nc2ccccc2[N+](=O)[O-])n1	nt	9	-11	0	-7	4	-10	0	-2	-10
c1coc(-c2nn3c(Cn4nnc5ccccc54)nnc3s2)c1	6	-5	13	-2	6	10	4	7	1	2
C[C@@H]1CN([C@@H](C)CO)C(=O)CCCn2nncc2CO[C@@H]1CN(C)S(=O)(=O)c1cccc(C#N)c1	4	3	0	2	0	-1	1	-1	2	0
COc1ccc(C)cc1NC(=O)CNC(C)C(=O)Nc1cc(Cl)ccc1Cl (centres undefined)	-6	-6	-9	-5	-5	1	-2	3	-5	-7
Cc1cccc(C)c1OCC(=O)N/N=C/c1ccncc1	-1	0	2	1	1	-2	4	-1	-6	2
CC1(C(=O)NCc2ccccc2)Cc2c(-c3cccc(C(N)=O)c3)ccnc2O1 (centres undefined)	3	-1	-4	-3	8	-1	-1	-1	-1	nt
Cc1cccc(-c2nc(=S)c3c(o2)CCCC3)c1	3	-1	2	-1	7	2	-1	1	1	0
O=C(NCC1CCCCC1)C1CCCN(C(=O)NC2CCCCC2)C1 (centres undefined)	-1	5	-13	2	-3	-2	0	-3	-7	-1
CCc1cc2c3c(c1)C1(C(=O)N3C(C)(C)C=C2C)C(C#N)=C(N)Oc2[nH]c(=O)[nH]c(=O)c21 (centres undefined)	5	-3	8	-2	9	-2	-1	9	7	1
Cc1ccc(NC(=O)COC(=O)Cc2ccsc2)cc1S(=O)(=O)N(C)C	3	-2	-1	-2	3	1	2	2	-1	-1
OCCN(Cc1ccccc1)C(=S)NC1CCCCC1	-2	7	-2	-3	5	-1	-3	-3	-6	-2
O=C(CSc1c2c(nc3cc(Cl)ccc13)CCCC2)NCCN1CCOCC1	-7	2	-4	2	2	-3	-5	1	-6	-25
CCN(CC)c1ccc(/C=N/NC(=O)c2c(Cl)cnn2C)c(O)c1	4	5	-14	-8	16	11	-1	0	1	20
Cc1c(C(=O)OCC(C)C)[nH]c2c1C(=O)CC(c1ccco1)C2 (centres undefined)	-3	0	-4	5	23	-3	6	31*	23	-17

13 entries from above, sorted by molar mass, ascending:
SMILES	GC-B act	TCR CD3 inh	TDP2 inh	LEDGF integ inh	ABHD4 inh	SIAE primary	MBD2 inh	PRMT1 inh	rCAG RNA binder	HTRA1 inhibitor
CCc1ccccc1Cn1c(=O)oc2cccnc21	0	-1	2	-3	2	5	2	4	-2	3
Cc1cccc(-c2nc(=S)c3c(o2)CCCC3)c1	3	-1	2	-1	7	2	-1	1	1	0
Cc1cccc(C)c1OCC(=O)N/N=C/c1ccncc1	-1	0	2	1	1	-2	4	-1	-6	2
OCCN(Cc1ccccc1)C(=S)NC1CCCCC1	-2	7	-2	-3	5	-1	-3	-3	-6	-2
Cc1cc(C)n(C(=O)/C(C#N)=N\Nc2ccccc2[N+](=O)[O-])n1	nt	9	-11	0	-7	4	-10	0	-2	-10
Cc1c(C(=O)OCC(C)C)[nH]c2c1C(=O)CC(c1ccco1)C2 (centres undefined)	-3	0	-4	5	23	-3	6	31*	23	-17
O=C(NCC1CCCCC1)C1CCCN(C(=O)NC2CCCCC2)C1 (centres undefined)	-1	5	-13	2	-3	-2	0	-3	-7	-1
CC1(C(=O)NCc2ccccc2)Cc2c(-c3cccc(C(N)=O)c3)ccnc2O1 (centres undefined)	3	-1	-4	-3	8	-1	-1	-1	-1	nt
Cc1ccc(NC(=O)COC(=O)Cc2ccsc2)cc1S(=O)(=O)N(C)C	3	-2	-1	-2	3	1	2	2	-1	-1
COc1ccc(C)cc1NC(=O)CNC(C)C(=O)Nc1cc(Cl)ccc1Cl (centres undefined)	-6	-6	-9	-5	-5	1	-2	3	-5	-7
O=C(CSc1c2c(nc3cc(Cl)ccc13)CCCC2)NCCN1CCOCC1	-7	2	-4	2	2	-3	-5	1	-6	-25
CCc1cc2c3c(c1)C1(C(=O)N3C(C)(C)C=C2C)C(C#N)=C(N)Oc2[nH]c(=O)[nH]c(=O)c21 (centres undefined)	5	-3	8	-2	9	-2	-1	9	7	1
C[C@@H]1CN([C@@H](C)CO)C(=O)CCCn2nncc2CO[C@@H]1CN(C)S(=O)(=O)c1cccc(C#N)c1	4	3	0	2	0	-1	1	-1	2	0

New compounds follow.
SMILES	GC-B act	TCR CD3 inh	TDP2 inh	LEDGF integ inh	ABHD4 inh	SIAE primary	MBD2 inh	PRMT1 inh	rCAG RNA binder	HTRA1 inhibitor
CC(=O)OC[C@]1(OC(C)=O)C[C@@]23CC[C@H]4[C@@](C)(CCC[C@@]4(C)C(=O)O)[C@@H]2CC[C@@H]1C3	0	5	-4	0	-10	2	-1	0	14	-3
C=CCn1c(SCC(=O)Nc2ccc(NC(=O)c3ccco3)c(OC)c2)nnc1-c1ccncc1	0	-1	-9	-1	6	5	-2	6	5	2
CN1CCN(c2ccc(NC(=O)c3ccc(Oc4ccccc4)cc3)cc2)CC1	3	-1	8	0	3	6	3	-3	-5	8
CCOC(=O)N1CCN(c2nc(-c3ccc(OC)cc3)no2)CC1	1	1	4	4	-2	8	-3	-3	-1	2
O=C(CSC1=NCCS1)Nc1ccc(F)cc1	0	5	-6	5	-3	2	0	3	-2	nt
COC(=O)c1ccc2c(c1)c(C#Cc1ccccc1)c(-c1ccccc1)n2C	2	0	-8	-7	2	-7	4	4	13	-21
Cc1c(C(=O)N2CCN(c3ccccc3)CC2)sc2nc3n(c(=O)c12)CCC3	-4	-8	-15	-4	-19	-2	6	7	-6	2
Cc1ccc2c(c1)c1c(n2CC(O)CN2CCCCC2C)CCCC1 (centres undefined)	-8	4	-7	-1	2	5	-7	-1	-2	2
CCCOc1cccc(C2C(C(=O)c3ccco3)=C(O)C(=O)N2CCN(CC)CC)c1 (centres undefined)	2	2	2	-2	2	4	0	-2	-1	6
CC(C)OC(=O)CC1C(=O)NCCN1C(=S)NC(=O)c1ccccc1Cl (centres undefined)	3	12	-4	2	13	-4	-3	-4	6	1
CCOC(=O)c1c(NC(=O)C2(C)Cc3ccccc3C(=O)O2)sc2c1CCCC2 (centres undefined)	1	6	9	-3	-6	-13	-3	4	4	-37
CCN1CCN(c2cc(C)nc(-c3ccccc3O)n2)CC1	0	4	-9	-4	6	1	5	0	-9	-10
Cc1cccc(C(=O)N[C@H](C(=O)Nc2ccc(C)c(S(=O)(=O)N(C)C)c2)C(C)C)c1	-6	-7	0	-1	7	-4	2	3	-3	0
COC(=O)c1ccc(-c2ccco2)n1Cc1cc(C)ccc1C	-4	-3	3	0	-3	1	-6	-4	1	3
CC[C@H](C)[C@@H](C(=O)N1CCNCC1)n1cc([C@@H](N)Cc2ccc(O)cc2)nn1	6	-1	-2	0	1	1	-4	0	1	5
Cc1ccc(C(=O)NCc2cccnc2)cc1S(=O)(=O)Nc1ccccc1	-7	0	10	-2	4	1	-2	-3	-1	1
COc1cc(NS(=O)(=O)c2ccc(C)cc2C)cc(OC)c1OC	-10	7	-8	-1	2	7	-4	0	-3	-5
OC(CN1C2=NCCN2c2ccccc21)c1ccccc1 (centres undefined)	2	-2	-13	-2	-2	3	4	-1	-2	3
Cc1nc(SCc2nc3ccc([N+](=O)[O-])cc3[nH]2)c2oc3ccccc3c2n1	12	10	2	-3	-3	-1	11	1	14	-10
COc1ccc(NC(=O)/C=C/c2ccc3c(c2)OCO3)cc1	3	-1	14	-3	1	4	0	-2	-3	5
Cc1ccc(N2CCN(CCCN3C(=O)C4CCCN4C3=O)CC2)cc1 (centres undefined)	0	-8	-7	-6	2	1	3	2	-5	2
COc1ccc(-c2csc(/N=C/N(C)C)n2)cc1OC	9	6	-2	2	-1	2	1	-2	-4	1
CC(=O)NS(=O)(=O)c1ccc(N2C(=O)CC(Sc3nccc(C)n3)C2=O)cc1 (centres undefined)	0	2	18	2	1	4	-1	-1	0	3
CC(=O)NC(c1cccc(F)c1)c1nc(-c2ccc(C)c(C)c2)cs1 (centres undefined)	-3	-1	-3	2	-18	-9	-2	4	1	nt
COc1ccc(CNC(=O)c2ccc3oc(C(C)C)nc3c2)cc1	-3	-10	-11	-6	-3	-2	0	3	-4	-3
CCc1c(-c2ccccc2)ncn1CCc1ccccc1OC	-6	2	8	-2	7	-4	0	1	0	nt
Cc1ccccc1NC(=O)COC(=O)c1ccc(Sc2ncn[nH]2)c([N+](=O)[O-])c1	-2	nt	3	-4	1	1	2	0	7	nt
CCOC(=O)N1CCN(C(=O)Cc2ccc(-n3c(=O)[nH]c4ccccc4c3=O)cc2)CC1	4	3	7	1	4	3	-7	-5	-5	1
CCCCCCCCNC(=O)CC(NS(=O)(=O)c1ccc(NC(C)=O)cc1)C(C)C (centres undefined)	1	-3	4	0	-9	-5	-3	0	-4	-4
COCCCNc1oc(-c2ccccc2Cl)nc1C#N	2	-2	-3	-2	0	0	4	2	-2	-4

A portion taken from the entries so far, as a working copy:
SMILES	GC-B act	TCR CD3 inh	TDP2 inh	LEDGF integ inh	ABHD4 inh	SIAE primary	MBD2 inh	PRMT1 inh	rCAG RNA binder	HTRA1 inhibitor
Cc1ccc(C(=O)NCc2cccnc2)cc1S(=O)(=O)Nc1ccccc1	-7	0	10	-2	4	1	-2	-3	-1	1
COc1cc(NS(=O)(=O)c2ccc(C)cc2C)cc(OC)c1OC	-10	7	-8	-1	2	7	-4	0	-3	-5
OC(CN1C2=NCCN2c2ccccc21)c1ccccc1 (centres undefined)	2	-2	-13	-2	-2	3	4	-1	-2	3

Only part of the results is shown, so the mix of outcomes need not match the whole.
